Source: PubChem BioAssay (several laboratories)
RmlCD inh 1536: M. tuberculosis RmlC/RmlD coupled enzyme inhibitors, primary screen, biochemical, compound mixtures, 384-well, from 1536-well plates; RmlC+RmlD coupled enzyme assay, percent inhibition; primary screen in compound mixtures; inhibition, % at 3.6 µM; dTDP-4-dehydrorhamnose reductase (Mycobacterium tuberculosis (strain ATCC 25618 / H37Rv)) …; AID 1533, 2009; hit rate 0.03% among 160,000; in the data active = inhibition mostly above about 34%, no sharp cut-off; inconclusive = no clear call, values can overlap the other calls; inactive = mostly below about 22%; also: some results filed as inactive read as strong as hits
Target sequence (P9WH09 whole entry, looked up): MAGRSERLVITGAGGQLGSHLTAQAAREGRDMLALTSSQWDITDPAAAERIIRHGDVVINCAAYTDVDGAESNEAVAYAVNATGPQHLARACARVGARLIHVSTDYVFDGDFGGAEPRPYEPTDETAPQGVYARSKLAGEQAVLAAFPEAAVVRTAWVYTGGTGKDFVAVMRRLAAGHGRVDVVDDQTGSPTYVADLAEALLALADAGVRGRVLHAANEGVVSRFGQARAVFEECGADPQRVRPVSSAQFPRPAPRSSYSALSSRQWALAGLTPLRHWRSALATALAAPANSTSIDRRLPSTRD
Target sequence (P9WH11 whole entry, looked up): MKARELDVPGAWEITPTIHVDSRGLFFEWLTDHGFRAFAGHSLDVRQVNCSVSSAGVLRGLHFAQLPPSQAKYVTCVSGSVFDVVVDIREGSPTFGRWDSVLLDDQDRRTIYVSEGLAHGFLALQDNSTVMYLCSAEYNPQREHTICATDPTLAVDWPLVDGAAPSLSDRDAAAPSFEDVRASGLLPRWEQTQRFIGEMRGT
GlmU inhibition: inhibition of mycobacterial GlmU enzyme – biochemical, glucosamine-1-phosphate acetyltransferase (AID 1376); Bifunctional protein GlmU (Mycobacterium tuberculosis (strain ATCC 25618 / H37Rv)); M. tuberculosis GlmU acetyltransferase enzyme assay; higher % means a stronger effect; inhibition, %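 (tested at 30 µM in the primary screen)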; hits with a dose series show IC50 in µM; hit rate 0.25% among 220,000; in the data active = inhibition above about 13%; inconclusive = no clear call, values can overlap the other calls;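 also: 0% = complete reaction with vehicle and 100% = reaction without substrate; strong numbers were not always called active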
An asterisk follows results filed as active; u = inconclusive; x = no result given.

SMILES	RmlCD inh 1536	GlmU inhibition
O=[N+]([O-])c1ccc(SCc2ccco2)cc1N1CCOCC1	-13	0.9%
CC1(C)Cc2nc3oc4c(SCC(N)=O)ncnc4c3cc2CO1	3	-3.8%
O=C1CCCN1c1nccs1	5	-1.6%
Cc1c(Cl)cccc1N(CC(=O)O)S(C)(=O)=O	x	-2.4%
FC(F)(F)c1cc(-c2cccs2)nc2cc(-c3cccs3)nn12	14	0.9%
Cc1ccc(S(=O)(=O)N2CCC(C(=O)OCC(=O)N3CC(=O)Nc4ccccc43)CC2)cc1	6	-0.6%
O=C(Nc1ccccc1C(=O)N1CCCC1)C1COc2ccccc2O1 (configuration not stated)	-1	3.8%
CCO[C@@H]1OC(C(=O)NCc2ccccc2)=C[C@H](C)[C@H]1CCCO	x	-0.4%
CC(OC(=O)c1cc2c(ccc3ccccc32)oc1=O)c1nc2ccccc2s1 (configuration not stated)	7	-2.6%
Nc1c(C(=O)N2CCCCC2)sc(=S)n1-c1ccccc1	x	-0.2%
COc1ccc(OC)c(NC(=O)C2CCCN(S(=O)(=O)c3cccc4nsnc34)C2)c1 (configuration not stated)	6	-4.8%
COc1ccc2nc(C)cc(SCC(=O)N/N=C/c3ccccc3)c2c1	7	-1.9%
C/C=C(/C)C(=O)Nc1cccc(C2=NOC3(C2)C[C@@H](C(N)=O)N(C(=O)CC)C3)c1 (some centres not stated)	0	-0.6%
CNC(=O)C12CCC(C)(c3nc4cc(C)c(C)cc4nc31)C2(C)C (configuration not stated)	10	-2.1%
CCc1ccc(NC(=O)CN(N=Nc2nonc2C)c2nonc2C)cc1	0	6.5%
COc1ccccc1NS(=O)(=O)c1ccc(Cl)cc1	x	6.3%
COc1ccc(Cn2c(N)c(C#N)c3nc4ccccc4nc32)cc1OC	-13	-3.3%
COc1ccccc1Nc1nc(N)nc(CSc2nccc(C)n2)n1	6	2.6%
COc1ccccc1NC(=O)c1ccc(NC(=O)CN2CCN(C(=O)c3ccco3)CC2)cc1	53	6.0%
CCOC(=O)/C(=N\Nc1ccc(Cl)cc1)c1csc(Nc2ccccc2)n1	23	6.0%
COc1ccccc1CNC(=O)c1c(-c2ccccc2)nn(-c2ccccc2)c1C	6	-7.1%
CCOC(=O)c1ccc(NNC(C)=O)c([N+](=O)[O-])c1	0	0.7%
O=C(c1cccc(Br)c1)c1conc1C(=O)c1ccco1	14	-0.1%
CCC(=O)NCCCOc1ccccc1	3	1.7%
c1ccc(CN2CCN(CCOCCOc3cccc4ccccc34)CC2)cc1	-3	-6.1%
Cc1csc2ncc(C(=O)NC(C)c3ccccc3)c(=O)n12 (configuration not stated)	x	-4.6%
C#CCOCCOCCOCCNc1nc(N2CCN(C(=O)[C@H](C(C)C)n3cc(CCO)nn3)CC2)nc(N2CCN(C(=O)[C@H](CCCCN)n3cc(CCCC)nn3)CC2)n1	x	-1.5%
CCOC(=O)c1sc2nc(C)cc(-c3ccccc3)c2c1N	-11	1.8%
COc1cccc(N2C(=O)NC(=O)/C(=C/c3ccc4c(c3)Cc3ccccc3-4)C2=O)c1	47	3.6%
Cc1ccc(O)c(NC(=O)COc2cc(C)ccc2C)c1	x	1.4%
Cc1cc(C)c2c(N=NN3CCOCC3)[nH]nc2n1	x	-5.3%
C=CCc1cccc2cc(C(=O)NC)c(=O)oc12	-8	-0.8%
O=C(Cc1cc(=O)[nH][nH]1)N/N=C/c1cccc2ccccc12	-14	-2.6%
O=C(NNC(=O)c1cccc(-n2cnnn2)c1)c1ccccc1	-11	-6.2%
O=S(=O)(c1ccccc1C(F)(F)F)N1CCOCC1	15	2.1%
Cc1ccc(-c2csc3ncnc(Oc4ccc5c(C)cc(=O)oc5c4)c23)cc1	8	-1.1%
O=C(Nc1ccc(Cl)cc1)N(Cc1nc2ccccc2c(=O)[nH]1)Cc1cccs1	-11	2.6%
COc1ccc(C(NC(=O)CNC(C)=O)C(=O)Nc2ccc(C(C)C)cc2)cc1 (configuration not stated)	x	1.9%
CCc1ccc(N2CC(C(=O)N/N=C/c3cc([N+](=O)[O-])ccc3O)CC2=O)cc1 (configuration not stated)	-11	2.6%
COCCN1Cc2c(sc(C)c2C)N(C(=O)c2ccccc2)C1	x	-1.6%
CCCn1c(C)cs/c1=N\C(=S)Nc1ccccc1	-3	-2.5%
Cc1cccc(OCC(=O)Nc2ccc(S(=O)(=O)N3CCN(C)CC3)cc2)c1	x	-3.9%
COc1ccc(OCC(=O)N/N=C2\CCc3ccccc32)cc1	x	1.7%
COC(=O)N/N=C\c1ccc(OC(=O)c2ccco2)cc1	28	-1.0%
COc1ccccc1NC(=O)C1=C(C)NC(=O)NC1c1ccccc1F (configuration not stated)	x	-4.0%
Cc1ccc(C(=O)Nc2ccc(N3CCCC3)cc2)cc1	16	-4.2%
CSc1nc2sc3c(c2c(=O)[nH]1)CCCC3	x	0.1%
Cc1ccc(NC(=O)c2c(F)cccc2Cl)cc1NS(C)(=O)=O	7	0.1%
Cn1c(=O)c2[nH]c(N3CCCCC3)nc2n(C)c1=O	4	-2.0%
CCN1CCN(CCC(=O)Nc2ccccc2OC)CC1	x	0.2%
Cc1nn(-c2ccccc2)c2[nH]c(=O)c(CNc3ccc(N4CCOCC4)cc3)cc12	-6	4.3%
C=CCN(CC=C)C(=S)NC(=O)/C=C/c1ccc(OC)cc1	-8	0.4%
O=[N+]([O-])c1ccc(COc2ccc(-c3[nH]ncc3-c3ccccc3)c(O)c2)cc1	-8	-2.8%
CCOc1ccc(N2C(=O)CC(Sc3nccc(C)n3)C2=O)cc1 (configuration not stated)	u	-7.4%
Cn1c(=O)c2c(nc(NCc3ccc4c(c3)OCO4)n2Cc2ccccc2Cl)n(C)c1=O	7	4.9%
CCN(C(=O)CN1CCOCC1)c1c(N)n(Cc2ccccc2)c(=O)[nH]c1=O	-6	2.2%
CN(CC(=O)Nc1ccc(F)c(F)c1F)c1cnccn1	-8	-0.4%
O=C(N/N=C/c1c(O)n(Cc2ccccc2)c(=O)[nH]c1=O)c1ccncc1	26	-3.1%
Cc1cccc(OCCn2c(NC(=O)c3ccco3)nc3ccccc32)c1	x	8.4%
O=C(C1CC1)N1CCc2cc(Br)cc(S(=O)(=O)NCCCN3CCCC3)c21	x	-6.4%
Later entries
SMILES	RmlCD inh 1536	GlmU inhibition
CN(C)S(=O)(=O)c1cccc(NC(=O)COC(=O)c2c[nH]c(=O)[nH]c2=O)c1	-12	0.4%
Cc1ccc(/C([O-])=C(/C(=S)NCCN2CCOCC2)[n+]2ccccc2)cc1[N+](=O)[O-]	27	2.9%
O=C(Cc1ccccc1)NCC(=O)OCC(=O)c1ccc(Cl)c([N+](=O)[O-])c1	6	-3.6%
Cc1ccc(C)c(NC(=O)CSc2n[nH]c(-c3ccncc3)n2)c1	-2	0.2%
Cc1ccc(CN(CC(=O)N/N=C/c2ccccc2[N+](=O)[O-])S(=O)(=O)c2ccc(C)cc2)cc1	x	-0.1%
O=C(O)CCCn1cc(NC(=O)c2c(F)cccc2F)cn1	-2	4.2%
CCC(C)n1c(O)c(C(c2ccccn2)c2c(O)n(C(C)CC)c(=S)[nH]c2=O)c(=O)[nH]c1=S (configuration not stated)	x	-1.2%
CN1CCN(c2ncc(CN3C(=O)c4ccccc4C3=O)s2)CC1	5	3.7%
CCOc1ccc(CCNC(=O)C2CCN(c3nnc(-n4cccc4)s3)CC2)cc1	-7	-1.1%
O=S(=O)(c1ccc(NC(=S)NC2CC2)cc1)N1CCOCC1	x	1.2%
CCOc1ccc(CCNC(=O)COC(=O)c2nc3nc(C)cc(C)n3n2)cc1OCC	6	9.9%
CCCC(c1nnnn1C(C)(C)C)N1CCN(c2ccccc2)CC1 (configuration not stated)	-6	3.2%
CC(C)(C#N)C(C)(C)c1nn[nH]n1	5	3.4%
CN(C)CCc1c[nH]c2ccc(C[C@H]3COC(=O)N3)cc12	x	1.8%
O=C(Nc1cc(C(F)(F)F)ccc1-n1cncn1)c1ccc(Cl)cc1	x	0.7%
Nc1nc(CCl)nc(N(c2ccccc2)c2ccccc2)n1	x	-3.9%
CCn1c(SCC(=O)N2CCOCC2)nc(O)cc1=O	-2	4.5%
C(=N\N1CCN(c2ccccn2)CC1)/c1ccccn1	18	1.6%
COC12C(COC(N)=O)C3=C(C(=O)C(C)=C(N)C3=O)N1CC1C2N1C (configuration not stated)	-3	-6.5%
Cc1ccc(-c2ccc(/C=N/NC(=O)c3ccccc3O)o2)cc1	6	-3.0%
CN(C)c1nc(OCCNC(=O)COc2ccccc2Cl)nc(N(C)C)n1	x	1.6%
O=C(c1cnc(N2CCN(c3ncccn3)CC2)c2ccccc12)N1CCN(c2ncccn2)CC1	-3	x
O=C(Nc1cccc(C(F)(F)F)c1)c1cccn(Cc2ccc3c(c2)OC(F)(F)O3)c1=O	-8	2.3%
O=C(CSc1nc2c(c(=O)n1-c1ccc(Br)cc1)SCC2)NCC1CCCO1 (configuration not stated)	x	-1.0%
Cc1ccc2[nH]cc(CCNC(=O)c3ccc([N+](=O)[O-])cc3)c2c1	-2	-3.0%
CC(=O)Nc1ccc2nc(-c3cccs3)[nH]c2c1	25	x
CC(C)C(OC(=O)c1cc2occc2n1C)C(=O)NCc1ccc2c(c1)OCO2 (configuration not stated)	6	3.4%
CCOc1ccc(NS(=O)(=O)c2cc(OC)ccc2OC)cc1	x	3.5%
COc1cccc(-c2cc3nc(-c4ccccc4)cc(N4CCCC(O)C4)n3n2)c1 (configuration not stated)	8	-3.4%
O=C(OCCCCOC(=O)c1ccccc1)c1ccccc1	4	-3.3%
CC(C)CN1C(=O)C(=O)N(CC(=O)Nc2cc(Cl)ccc2Oc2ccccc2)C1=O	x	-2.0%
COc1ccc(-c2nc3nc(C)c(Cc4ccccc4)c(=O)n3[nH]2)cc1	-1	0.7%
Cc1ccc(S(=O)(=O)NCCC(=O)N2CCN(Cc3ccccc3)CC2)cc1	-7	4.1%
CC(=O)Nc1cccc2c1C(=O)N(c1ccc(C)cc1)C2=O	x	4.1%
CCNc1nc(NC(C)(C)C)nc(Oc2ccc(=O)n(-c3ccccc3)n2)n1	4	0.2%
COc1ccc(C(=O)NC(NC(=S)Nc2ccc(S(N)(=O)=O)cc2)C(Cl)(Cl)Cl)cc1 (configuration not stated)	0	-3.0%
C/C(=N\Nc1cccc2cccnc12)c1ccccn1	-1	1.5%
COc1ccc(COc2cc(-c3cccc(OC)c3)nc3ccc(NC(=O)C(C)C)cc23)cc1	x	2.7%
Cc1ccccc1NC(=O)c1cccc2nc3ccccc3nc12	72	x
CN(C)c1nn(C(=O)Nc2cccc(C(F)(F)F)c2)cc1-c1ccccc1	-10	-0.6%

One compound at a time, as listed above. Order of screens: RmlCD inh 1536, GlmU inhibition
CC(C)C(OC(=O)c1cc2occc2n1C)C(=O)NCc1ccc2c(c1)OCO2 (configuration not stated) across the screens: 6, 3.4%
COc1ccc(-c2nc3nc(C)c(Cc4ccccc4)c(=O)n3[nH]2)cc1 across the screens: -1, 0.7%
CC(C)CN1C(=O)C(=O)N(CC(=O)Nc2cc(Cl)ccc2Oc2ccccc2)C1=O across the screens: x, -2.0%
O=C(c1cnc(N2CCN(c3ncccn3)CC2)c2ccccc12)N1CCN(c2ncccn2)CC1 across the screens: -3, x
O=C(Nc1cccc(C(F)(F)F)c1)c1cccn(Cc2ccc3c(c2)OC(F)(F)O3)c1=O across the screens: -8, 2.3%

Ordered by molecular weight (ascending): some entries from above.
SMILES	RmlCD inh 1536	GlmU inhibition
CCNc1nc(NC(C)(C)C)nc(Oc2ccc(=O)n(-c3ccccc3)n2)n1	4	0.2%
CC(C)C(OC(=O)c1cc2occc2n1C)C(=O)NCc1ccc2c(c1)OCO2 (configuration not stated)	6	3.4%
O=C(Nc1cccc(C(F)(F)F)c1)c1cccn(Cc2ccc3c(c2)OC(F)(F)O3)c1=O	-8	2.3%
COc1ccc(C(=O)NC(NC(=S)Nc2ccc(S(N)(=O)=O)cc2)C(Cl)(Cl)Cl)cc1 (configuration not stated)	0	-3.0%

Later entries.
SMILES	RmlCD inh 1536	GlmU inhibition
Nc1cc(-c2ccc(OC(F)(F)F)cc2)nn1-c1ccc(Cl)c(Cl)c1	2	1.1%
COc1cc(-c2nc(-c3ccc(Br)o3)no2)cc(OC)c1OC	-3	-2.1%
COc1ccc(N2C(=O)c3ccccc3NC23CCCC3)cc1	5	0.6%
CCc1nnc(NC(=O)CSc2nccn2-c2cccc(C)c2C)s1	-4	2.4%
O=C(CSc1nccc(=O)[nH]1)c1ccccc1Br	11	-1.8%
COc1ccc([N+](=O)[O-])cc1N(CC(O)CN(C)C)S(=O)(=O)c1ccc(C)cc1 (configuration not stated)	-16	-0.1%
CN1CCN(c2nc(-c3cccs3)nc3ccccc23)CC1	x	4.6%
COC(=O)c1sccc1NC(=O)c1cccnc1	x	0.0%
COCCNC(=O)C(=O)c1cc(C)n(-c2ccc([N+](=O)[O-])cc2)c1C	9	2.7%
C=CCn1c(-c2ccc([N+](=O)[O-])cc2)n[nH]c1=S	0	4.5%
CCc1cc(C(=O)O)c(NC(=O)C(c2ccccc2)c2ccccc2)s1	5	0.0%
O=C(O)CCC(=O)OC1CC2CCC1C2 (configuration not stated)	3	-1.9%
Cc1c(NC(=O)COC(=O)Cc2ccc(Cl)cc2)c(=O)n(-c2ccccc2)n1C	-7	9.1%
COCCCN(C(=S)NC(=O)c1ccc(C(C)(C)C)cc1)c1c(N)n(Cc2ccccc2)c(=O)[nH]c1=O	x	-0.2%

A portion of the library; count on the stated rates, not on these rows.
